BH1578 lux ind – induces V. cholerae light production without autoinducers | V. cholerae BH1578 lux reporter, luminescence, 6 h | activation, % at 18.7 µM | actives 0.16% (n = 350,000); in the data active = activation mostly above about 9.7%, no sharp cut-off; also: not every result past the cut was called active; inactives centre near 0; reference of the scale not given here
GDH-TPI inh – GDH-TPI coupled enzyme inhibition counter-screen. GDH-TPI coupled enzyme counterscreen, NADH absorbance. inhibition, % at 4.8 µM. actives 1.2% (n = 360,000); in the data active = inhibition above about 30%;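 also: 0% = DMSO wells and 100% = wells lacking the enzyme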
BioA inh – BioA (M. tuberculosis) enzyme inhibition. purified M. tuberculosis BioA enzyme, plate reader. inhibition, % at 9.99 µM. actives 0.096% (n = 360,000); in the data active = inhibition above about 40%
Mtb FBA inh – inhibits M. tuberculosis FBA enzyme; purified M. tuberculosis FBA, fluorescence read-out; P9WQA3; actives 2.3% (n = 360,000); inhibition, % at 1 µM; in the data active = inhibition above about 27%;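 also: 0% = vehicle and 100% = reference inhibitor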
PfHsp40 yeast – rescue of PfHsp40-mediated yeast toxicity. S. cerevisiae expressing PfHsp40, growth rescue, ATP luminescence. growth rescue, % at 12.5 µM. actives 0.68% (n = 340,000); in the data active = growth rescue above about 28%, passing the limit was not always enough;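 also: yeast W303a lacking pdr1 and pdr3 grown in galactose medium; growth measured after three days at 30 °C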
Mtb UGM inh – inhibitors of M. tuberculosis UDP-galactopyranose mutase; actives 0.06% (n = 320,000); AID 504406; P9WIQ1; purified UGM, fluorescence polarization probe displacement; inhibition, % at 10 µM; in the data active = inhibition above about 10%, passing the limit was not always enough
FadD28 binding – blocks FadD28 binding to the bisubstrate probe | inhibition, % at 12.5 µM | fluorescence polarization | actives 0.22% (n = 360,000); in the data active = inhibition above about 8.5%, passing the limit was not always enough
Y pestis TopoI – Y. pestis Topo-I inhibition via cleavage products | activity, % at 10 µM | actives 0.064% (n = 360,000) | Y. pestis Topo-I cleavage product accumulation, plate reader; in the data active = activity above about 50%, passing the limit was not always enough; also: inactives centre near 2
TcdB inh – blocks C. difficile toxin B glycohydrolase activity | P18177 | inhibition, % at 9.99 µM | TcdB glycohydrolase enzymatic assay, plate reader | actives 0.24% (n = 350,000); in the data active = inhibition above about 10%
Target sequence (P18177 whole entry, looked up): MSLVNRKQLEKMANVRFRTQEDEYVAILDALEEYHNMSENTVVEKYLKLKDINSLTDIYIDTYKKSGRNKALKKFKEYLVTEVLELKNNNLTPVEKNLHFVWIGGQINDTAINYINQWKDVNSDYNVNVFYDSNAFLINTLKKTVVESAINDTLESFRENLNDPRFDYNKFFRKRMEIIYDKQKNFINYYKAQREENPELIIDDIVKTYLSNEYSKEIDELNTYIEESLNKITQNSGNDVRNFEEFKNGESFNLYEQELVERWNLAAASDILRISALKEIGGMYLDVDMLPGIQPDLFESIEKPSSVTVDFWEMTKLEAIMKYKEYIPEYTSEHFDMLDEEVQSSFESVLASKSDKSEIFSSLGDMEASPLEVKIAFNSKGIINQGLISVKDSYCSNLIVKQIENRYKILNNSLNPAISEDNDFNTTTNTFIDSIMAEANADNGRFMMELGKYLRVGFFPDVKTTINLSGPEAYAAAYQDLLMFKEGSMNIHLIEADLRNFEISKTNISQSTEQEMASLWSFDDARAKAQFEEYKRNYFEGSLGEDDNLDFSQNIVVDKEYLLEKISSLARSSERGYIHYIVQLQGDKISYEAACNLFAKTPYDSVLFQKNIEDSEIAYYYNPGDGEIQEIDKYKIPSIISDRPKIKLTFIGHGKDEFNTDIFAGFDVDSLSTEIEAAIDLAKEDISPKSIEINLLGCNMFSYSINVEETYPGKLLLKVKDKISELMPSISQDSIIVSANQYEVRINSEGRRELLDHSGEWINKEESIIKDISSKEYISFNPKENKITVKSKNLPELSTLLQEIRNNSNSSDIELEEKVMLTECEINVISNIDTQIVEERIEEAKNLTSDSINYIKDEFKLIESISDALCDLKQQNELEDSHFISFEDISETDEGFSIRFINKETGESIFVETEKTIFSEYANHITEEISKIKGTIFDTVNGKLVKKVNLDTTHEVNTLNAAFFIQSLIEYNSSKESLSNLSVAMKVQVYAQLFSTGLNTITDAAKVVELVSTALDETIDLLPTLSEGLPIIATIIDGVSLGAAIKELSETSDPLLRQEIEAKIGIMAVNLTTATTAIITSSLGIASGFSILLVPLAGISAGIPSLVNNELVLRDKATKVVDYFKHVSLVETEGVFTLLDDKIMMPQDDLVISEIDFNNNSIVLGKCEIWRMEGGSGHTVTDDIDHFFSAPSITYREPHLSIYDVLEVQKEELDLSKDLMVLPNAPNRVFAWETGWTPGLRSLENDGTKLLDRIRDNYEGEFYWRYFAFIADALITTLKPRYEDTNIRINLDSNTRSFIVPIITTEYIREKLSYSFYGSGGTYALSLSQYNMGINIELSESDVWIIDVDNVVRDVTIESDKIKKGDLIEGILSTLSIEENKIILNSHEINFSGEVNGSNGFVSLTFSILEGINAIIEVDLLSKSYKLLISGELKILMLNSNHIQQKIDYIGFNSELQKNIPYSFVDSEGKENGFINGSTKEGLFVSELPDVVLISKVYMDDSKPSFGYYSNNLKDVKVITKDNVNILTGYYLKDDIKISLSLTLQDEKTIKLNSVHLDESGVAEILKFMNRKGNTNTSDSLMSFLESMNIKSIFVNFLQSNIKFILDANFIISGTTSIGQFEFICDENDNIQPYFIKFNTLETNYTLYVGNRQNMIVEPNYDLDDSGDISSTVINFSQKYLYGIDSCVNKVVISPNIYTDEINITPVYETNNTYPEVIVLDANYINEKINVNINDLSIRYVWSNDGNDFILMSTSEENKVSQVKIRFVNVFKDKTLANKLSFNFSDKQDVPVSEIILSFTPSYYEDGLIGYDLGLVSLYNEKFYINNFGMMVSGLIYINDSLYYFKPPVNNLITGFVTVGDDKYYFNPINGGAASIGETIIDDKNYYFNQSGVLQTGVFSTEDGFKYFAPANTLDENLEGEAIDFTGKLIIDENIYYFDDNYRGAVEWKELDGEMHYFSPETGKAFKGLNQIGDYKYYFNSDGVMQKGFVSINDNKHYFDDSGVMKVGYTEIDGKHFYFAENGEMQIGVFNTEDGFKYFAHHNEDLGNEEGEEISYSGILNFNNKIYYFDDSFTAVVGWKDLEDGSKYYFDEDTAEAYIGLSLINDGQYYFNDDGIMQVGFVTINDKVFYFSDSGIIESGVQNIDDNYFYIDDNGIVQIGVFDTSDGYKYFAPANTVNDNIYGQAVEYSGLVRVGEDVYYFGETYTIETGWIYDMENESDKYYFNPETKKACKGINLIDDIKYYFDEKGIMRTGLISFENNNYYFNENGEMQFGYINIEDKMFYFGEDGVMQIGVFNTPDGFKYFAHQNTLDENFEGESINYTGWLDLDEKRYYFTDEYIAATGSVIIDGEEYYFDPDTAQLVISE
* hit, by the source's call; i = inactive; x = not tested or not shown; & = joins results of further samples.

Structure,BH1578 lux ind,GDH-TPI inh,BioA inh,Mtb FBA inh,PfHsp40 yeast,Mtb UGM inh,FadD28 binding,Y pestis TopoI,TcdB inh
COc1ccccc1-c1noc2ncnc(Nc3cccc(C)c3C)c12,-5.0,1,0.8,0,6.1,3.0,-6.9,16,0.9
CSc1ccccc1C(=O)C1CCCN(C(=O)c2cc(C(C)C)no2)C1 (stereo unspecified),-2.1,-3,1.1,-5,-1.2,3.2,-0.8,4,1.6
Cc1cc(C)c[n+](-c2[nH]c(=O)sc2/C=N/NC([S-])=Nc2ccccc2)c1,-0.2,27,-13,-7,0.5,x,-2.2,-4,-4.8
CCCCn1c(N)c(N(CCC(C)C)C(=O)CSc2nnc(Nc3ccccc3)s2)c(=O)[nH]c1=O,i,12,x,0,1.2,-1.7,-0.3,32,-2.2
N#CC(c1ccc(Cl)nn1)c1ccccc1Cl (stereo unspecified),-12,20,1.2,3,-1.5,-0.6,1.1,6,x
O=C(O)Cc1sc(Nc2ccccc2)nc1-c1ccc(Cl)cc1,-0.2,1,x,2,2.1,0.5,-0.3,1,0.3
CCCCNC(=S)N(C)/N=C/c1ccc(OCc2ccc(C(=O)OC)cc2)c(OC)c1,-0.3,10,x,1,0.6,-1.5,-2.4,11,x
CCOC(=O)C(=CNc1ccc(S(N)(=O)=O)cc1)C(=O)OCC,-0.5,41*,-1.4,-1,-0.8,1.2,-4.0,4,1.3

Following part:
Structure,BH1578 lux ind,GDH-TPI inh,BioA inh,Mtb FBA inh,PfHsp40 yeast,Mtb UGM inh,FadD28 binding,Y pestis TopoI,TcdB inh
CCCc1cc(=O)[nH]c(SCC(=O)N2CCN(S(=O)(=O)c3ccc4ccccc4c3)CC2)n1,-0.2,3,x,1,-2.2,1.0,-1.1,10,x
O=C(c1cc(C(=O)N2CCOCC2)c2nc3ccccc3n2c1)c1cc(Cl)cc(Cl)c1O,-0.3,27,x,-2,-1.1,-1.4,-5.3,2,-1.8
COc1ccc(NC2C=CS(=O)(=O)C2)cc1 (stereo unspecified),13,2,4.9,2,-0.1,0.4,-1.0,-12,x
CSc1cc(C)nc(NC(C)=O)n1,i,7,-2.0,1,-0.2,1.3,1.2,3,x
O=C(Nc1cc(S(=O)(=O)Nc2ccc(Cl)cc2)ccc1O)c1ccc(S(=O)(=O)N2CCCCCC2)cc1,-0.6,6,-1.7,-2,1.1,-0.6,-0.7,19,2.2
Cc1ccc([C@@H]2CC(=O)[C@@H]3CN(S(=O)(=O)c4ccccc4C)[C@H](c4ccc(Cl)cc4)C[C@@H]3N2S(=O)(=O)c2ccc(C)cc2)cc1,i,3,-0.1,1,x,x,-1.0,4,-0.5
O=C1COc2ccc(C(=O)COC(=O)C3CC(O)CN3S(=O)(=O)c3ccc(Cl)cc3)cc2N1 (stereo unspecified),-0.3,-7,x,2,-0.3,3.8,-3.8,7,4.3
Cc1cccc(-c2nc(C#N)c(N3CCCCCC3)o2)c1,i,26,-0.8,139*,5.4,1.8,-0.4,-4,x

More compounds follow.
Structure,BH1578 lux ind,GDH-TPI inh,BioA inh,Mtb FBA inh,PfHsp40 yeast,Mtb UGM inh,FadD28 binding,Y pestis TopoI,TcdB inh
COc1ccc(-n2c3c(c(=O)[nH]c2=O)C(NS(=O)(=O)c2ccc(Cl)cc2)(C(F)(F)F)C(=O)N3)cc1 (stereo unspecified),-2.3,18,0.8,7,-0.2,1.5,-0.7,-17,-1.1
CCOC(=O)c1c(NC(=O)C(C)OC(=O)c2ccc(NC(=O)CC#N)cc2)sc2c1CCCC2 (stereo unspecified),i,-2,x,1,0.0,-4.5,0.7,6,-0.2
CC(C)Oc1cccc(C(=O)C2CCCN(C(=O)CCc3cnn(C)c3)C2)c1 (stereo unspecified),i,4,1.1,0,-0.7,-2.3,-1.7,21,-0.5
Cc1ccc(S(=O)(=O)N(C)[C@H]2C[C@H]3c4[nH]c5ccccc5c4CCN3C[C@H]2[C@H](C)O)cc1,x,x,-2.9,5,x,x,-0.3,x,0.0
O=C(CCc1ccccc1)NCC1OCCc2ccccc21 (stereo unspecified),i,-2,-0.8,0,0.5,0.5,-1.9,0,1.1
Cc1cc(C)c2oc(C(=O)N(Cc3ccc(F)cc3)C3CCS(=O)(=O)C3)cc(=O)c2c1 (stereo unspecified),1.8,3,2.3,-4,-0.6,1.4,-2.2,9,0.1
CC(=O)Nc1nc2ccccc2n1CCOc1ccccc1,-5.6,10,-0.8,0,-0.8,-2.1,-2.3,4,x
CC1(c2ccc(Cl)cc2)NC(=O)N(CC(=O)N2CCc3ccccc3C2)C1=O (stereo unspecified),5.7,5,0.4,1,0.4,-0.4,-1.3,25,1.9

The list continues:
Structure,BH1578 lux ind,GDH-TPI inh,BioA inh,Mtb FBA inh,PfHsp40 yeast,Mtb UGM inh,FadD28 binding,Y pestis TopoI,TcdB inh
COc1ccc(-n2c(O)c(/C(C)=N/Nc3ccccc3)c(=O)[nH]c2=O)cc1,0.6,12,-1.9,2,-0.3,-3.0,-0.5,-5,1.9
Cc1ccccc1-c1nc2ccccc2c(=O)n1C,i,-3,7.9,0,-0.5,1.8,-2.9,8,-0.1
O=c1[nH]cnc2c1ncn2C1OCC(O)C(O)C1O (stereo unspecified),-0.4,10,-1.8,3,3.8,x,-1.1,4,0.0
CCC1CCCCN1C(=O)Nc1cccc(NC(=O)N2CCCCC2CC)c1 (stereo unspecified),i,9,-1.0,-1,2.3,-2.9,-0.9,1,x
F[B-](F)(F)c1cnc2ccccc2c1,i,3,-0.5,-1,1.4,x,-0.6,1,-0.2
C=CCn1c(=O)n(C(=O)OCC)c2cc(Br)ccc21,0.3,9,x,-2,-1.2,0.5,-0.8,3,1.6
C[C@@H]1CN([C@H](C)CO)C(=O)CCCn2cc(nn2)CO[C@H]1CN(C)C(=O)Nc1ccccc1,-0.2,11,0.8&-0.6&-2.1,2,x,x,-2.5,-3,0.7&-2.7
Clc1ccc2nc(SCc3nnc(-c4ccccc4)o3)[nH]c2c1,i,2,3.5,0,0.1,-1.2,-2.2,-2,x

Following part
Structure,BH1578 lux ind,GDH-TPI inh,BioA inh,Mtb FBA inh,PfHsp40 yeast,Mtb UGM inh,FadD28 binding,Y pestis TopoI,TcdB inh
CN(C)C1(CNC(=S)Nc2ccccc2C(F)(F)F)CCCCC1,-0.4,-2,x,0,1.0,0.6,-2.3,-1,2.7
CCN(CC)CCNc1nc(-c2ccccc2)nnc1C(F)(F)F,-0.1,5,-1.6,1,0.0,1.7,-1.4,-11,x
O=C(Nc1cccc([N+](=O)[O-])c1)N(c1ccccc1)c1ccccc1,x,7,x,2,-1.1,x,0.4,1,-0.1
COc1ccc(C/C(C)=N\NC(=O)c2cn(C)c3ccccc23)cc1OC,-0.5,4,x,-2,0.2,0.0,-4.1,0,4.9
CCn1c(NCc2c[nH]c3ccccc23)nc2ccccc21,6.7,8,2.9,3,-0.9,-0.5,-0.4,1,x
Cc1noc(C)c1S(=O)(=O)N1CCN(S(=O)(=O)c2ccccc2C#N)CC1,-0.3,-2,-1.7,1,-0.1,-3.2,0.6,0,0.3
O=C(Nc1cccc(F)c1)C1CCN(C(=O)c2ccc(Cl)cc2)CC1,-1.7,-4,29,-3,0.8,-1.1,-1.1,4,x
Cc1ccc(-n2nc3c(c2NC(=O)CCC2CCCCC2)CS(=O)C3)cc1 (stereo unspecified),-0.2,-7,1.0,-1,0.2,2.9,-2.8,23,1.6

The list continues:
Structure,BH1578 lux ind,GDH-TPI inh,BioA inh,Mtb FBA inh,PfHsp40 yeast,Mtb UGM inh,FadD28 binding,Y pestis TopoI,TcdB inh
Cc1c(NC(=O)c2ccc(S(=O)(=O)N(C)c3ccccc3)cc2)c(=O)n(-c2ccccc2)n1C,-2.1,-10,-0.4,-1,-0.9,3.5,-2.8,2,1.0
CCc1ccccc1N=C1SCC(=O)N1C,i,-7,-1.4,-3,0.7,1.0,-2.3,2,x
CC(C)(C)c1ccc(C(=O)Nc2ccc(C(=O)N3CCOCC3)cc2)cc1,-3.6,-1,2.2,-2,0.9,1.6,-3.4,22,1.4
Cc1ccc(C(=O)Nc2cccc(Oc3ccccc3)c2)o1,i,4,-0.2,2,2.4,-0.9,-3.0,-8,x
COC(=O)Nc1ccc(S(=O)(=O)N2CCN(c3ccc(F)cc3)CC2)cc1,i,-10,x,-1,0.0,0.7,-2.9,10,x
O=C(O)/C(=C\c1cccc(F)c1)c1ccc(S(=O)(=O)N2CCCC2)s1,0.4,3,-0.3,1,0.0,1.1,-1.4,-1,1.0
CC[C@@H](C)[C@@H]1CN([C@@H](C)CN2CCC[C@H]2CN2C(N)=NC[C@@H]2Cc2ccccc2)C(=N)N1CCc1ccc(Cl)c(Cl)c1,i,4,0.8,3,1.5,5.1,-9.8,-11,x
O=C(N/C(=C\c1cccnc1)C(=O)N1CCOCC1)c1ccco1,0.5,-7,x,-2,-1.0,1.6,-3.9,-6,0.0

(next part)
Structure,BH1578 lux ind,GDH-TPI inh,BioA inh,Mtb FBA inh,PfHsp40 yeast,Mtb UGM inh,FadD28 binding,Y pestis TopoI,TcdB inh
CC1(C)N=C(N)N=C(N)N1c1cc(Cl)ccc1Cl,0.1,1,1.3,1,x,x,1.8,4,0.3
COc1ccc(C(C)=O)cc1Cn1c(C)c(C(=O)NCc2ccc3c(c2)OCO3)sc1=O,-0.1,1,12,3,x,x,-1.0,35,-0.3
Cc1nn(-c2ccccc2)c(Cl)c1/C=C1\SC(=S)NC1=O,7.9,10,x,-4,-0.7,-0.8,-0.7,0,x
COc1ccc(N(C(=O)c2ccc(Br)o2)C2C=CS(=O)(=O)C2)c(OC)c1 (stereo unspecified),i,7,0.7,2,-0.8,1.8,1.4,2,1.3
O=C(CSc1nnc(-c2ccccc2)c(-c2ccccc2)n1)NCC1CCCO1 (stereo unspecified),i,6,3.0,-1,0.7,2.2,-3.9,6,0.5
N#Cc1cnn(-c2ccccc2)c1NC(=O)c1ccccc1F,i,-1,4.3,0,-0.6,1.2,-1.2,11,2.0
CC(C)COP(=O)(OCC(C)C)C(O)c1ccc2c(c1)OCO2 (stereo unspecified),-0.5,-4,-1.1,2,-0.5,-0.6,-1.7,-1,0.5
O=C(NC1CC1)c1ccc2sc([C@H]3C[C@H](O)[C@@H](CO)O3)nc2c1,-0.7,11,0.0,0,x,x,0.8,5,1.9

Going on with the list:
Structure,BH1578 lux ind,GDH-TPI inh,BioA inh,Mtb FBA inh,PfHsp40 yeast,Mtb UGM inh,FadD28 binding,Y pestis TopoI,TcdB inh
CC(C)CCNC(=O)c1ccc2c(c1)N(Cc1ccccc1)C(=O)CS2=O (stereo unspecified),i,13,0.0,0,-0.9,-0.9,0.7,-3,1.5
O=C(Oc1ccc2ccc(O)cc2c1)c1ccccc1Cl,-0.4,7,-0.5,0,1.5,-0.7,-2.5,7,0.1
O=S(=O)(Cc1ccc(Cl)cc1)Nc1ccc(Cl)cn1,-0.5,1,-5.6,6,0.6,-1.1,-0.3,-1,0.8
OCC1(CCOc2ccccc2)CCN(Cc2ccncc2)CC1,i,-10,-0.8,1,0.5,0.8,-0.8,11,0.8
CC1(C)ON=C(c2ccc(C(F)(F)F)cc2)NC1=O,i,1,0.3,1,x,x,-3.5,2,1.6
CC1=C(C#N)c2nc(N)c(C#N)c(C)c2/C1=C\c1ccc(OCC(=O)O)c(Cl)c1,-0.6,23,x,5,0.2,1.1,14*,3,-1.5
C/C(=N\NC(=O)c1cccnc1)c1cc(C)oc1C,0.2,2,6.5,5,0.3,0.4,-1.0,-5,-7.4
CCOC(=O)C1CCN(c2cc3c(cc2NC(=O)c2cc(OC)ccc2Br)n(C)c(=O)n3C)CC1,-0.4,10,-0.9,7,2.5,4.5,0.0,2,-0.5
Cc1cc(C)nc(NC(=O)CSc2ccccn2)n1,2.9,3,-2.3,0,-1.5,1.9,1.6,4,x
CCc1ccc(OCCCC(=O)Nc2ccc(S(N)(=O)=O)cc2)cc1,-1.0,-3,x,2,-0.9,2.1,0.4,-12,3.6

Screens (PubChem)
